Compound activity: PubChem, several laboratories
VLA-4 inh: inhibition in human VLA-4 binding assay, primary screen, VLA-4 allosteric modulator project, MLPCN library, flow cytometry, VLA-4 expressing cells. Integrin alpha-4 (Homo sapiens), P13612. ligand binding flow cytometry. inhibition, % (about 7 µM as worked out from the volumes in the protocol). 0.2% of 330,000 active; in the data active = inhibition above about 50%
GASC-1 inh: inhibitors of GASC-1 histone demethylase, primary screen, biochemical, fluorescence, DELFIA europium | AID 2099, 2009 | 0.069% of 330,000 active | Lysine-specific demethylase 4C (Homo sapiens), Q9H3R0 | GST-JMJD2C(1-420) H3K9me3 demethylation | inhibition, % at 2.35 µM;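 active = more than half of a compound's replicate wells show inhibition beyond 50%, single wells judged on their own value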;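 also: signal counts dimethyl H3K9 product captured on neutravidin plate; 0% = median of DMSO wells and 100% = 0.3 times that DMSO median; strong numbers were not always called active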
Target sequence (Q9H3R0 1-420 limits assumed): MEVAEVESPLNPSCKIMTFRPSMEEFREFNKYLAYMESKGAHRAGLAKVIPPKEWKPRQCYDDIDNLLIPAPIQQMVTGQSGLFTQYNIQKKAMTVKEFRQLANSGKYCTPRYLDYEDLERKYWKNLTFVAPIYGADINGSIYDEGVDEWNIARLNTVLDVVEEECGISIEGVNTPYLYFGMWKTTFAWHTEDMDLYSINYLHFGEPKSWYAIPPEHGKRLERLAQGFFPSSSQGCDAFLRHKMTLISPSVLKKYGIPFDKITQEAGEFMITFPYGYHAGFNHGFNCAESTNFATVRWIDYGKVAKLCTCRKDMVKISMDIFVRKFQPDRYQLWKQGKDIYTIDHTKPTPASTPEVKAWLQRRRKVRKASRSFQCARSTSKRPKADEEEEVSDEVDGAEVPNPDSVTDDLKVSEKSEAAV
GRK2 aptamer HTS: compounds blocking aptamer binding on GRK2 – biochemical, human GRK2, bead flow cytometry, HTS, primary screen | Beta-adrenergic receptor kinase 1 (Homo sapiens), P25098 | inhibition of aptamer binding, % at 10 µM | AID 488847, 2010 | 0.59% of 330,000 active | FAM-aptamer displacement from GRK2;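 active = inhibition of aptamer binding above 40%, roughly 3 SD of noise, on plates passing a quality check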;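 also: median bead fluorescence of bound FAM aptamer so fluorescent compounds give negative values; no value below 0 was filed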
Target sequence (P25098 whole entry, looked up): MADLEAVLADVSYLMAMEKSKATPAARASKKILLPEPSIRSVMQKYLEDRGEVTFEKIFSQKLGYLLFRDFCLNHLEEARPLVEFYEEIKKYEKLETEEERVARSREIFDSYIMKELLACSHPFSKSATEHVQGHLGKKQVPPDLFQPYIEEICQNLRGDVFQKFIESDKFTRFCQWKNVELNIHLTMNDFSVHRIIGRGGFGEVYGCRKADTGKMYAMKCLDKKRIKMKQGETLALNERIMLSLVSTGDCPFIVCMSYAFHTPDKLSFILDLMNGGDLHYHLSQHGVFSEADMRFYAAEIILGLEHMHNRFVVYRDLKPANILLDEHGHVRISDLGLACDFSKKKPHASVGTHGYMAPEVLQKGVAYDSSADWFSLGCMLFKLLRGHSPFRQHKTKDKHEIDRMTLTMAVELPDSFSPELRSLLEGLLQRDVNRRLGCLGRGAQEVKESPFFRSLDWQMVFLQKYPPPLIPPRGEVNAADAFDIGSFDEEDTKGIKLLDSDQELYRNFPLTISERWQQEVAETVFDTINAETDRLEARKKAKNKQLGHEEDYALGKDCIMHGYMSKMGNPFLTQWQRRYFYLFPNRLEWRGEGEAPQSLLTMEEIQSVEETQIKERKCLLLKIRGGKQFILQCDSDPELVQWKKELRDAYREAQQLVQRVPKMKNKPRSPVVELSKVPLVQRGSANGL
* = called active by the depositor. A portion of the library; count on the stated rates, not on these rows.

`Cc1ccc(NS(=O)(=O)c2ccc3c(c2)oc(=O)n3C)cc1` gave VLA-4 inh 1, GASC-1 inh 4 and GRK2 aptamer HTS 2.
For Cc1cccc(NC(=S)N2CCN(S(=O)(=O)c3ccccc3)CC2)c1 the results were VLA-4 inh 7, GASC-1 inh 2 and GRK2 aptamer HTS 0.
For C=CCOc1ccc(C(=O)Nc2ccc3c(c2)n(C)c(=O)n3C)cc1 the results were VLA-4 inh 0, GASC-1 inh 4 and GRK2 aptamer HTS 0.
COc1cc(CCC(=O)N2CCN(c3ccccc3Cl)CC2)cc(OC)c1OC was read as VLA-4 inh -9, GASC-1 inh -1 and GRK2 aptamer HTS 2.
For COc1ccc(/C=C2\N=C(C)OC2=O)cc1OC(C)=O the results were VLA-4 inh 6, GASC-1 inh 5 and GRK2 aptamer HTS 1.
For CCn1cc(CCCC(=O)NCc2ccccc2OC)c2ccccc21 the results were VLA-4 inh 14, GASC-1 inh -3 and GRK2 aptamer HTS 2.
O=C(Nc1cccc([N+](=O)[O-])c1)N1CCCc2ccccc21 was read as VLA-4 inh -15, GASC-1 inh -4 and GRK2 aptamer HTS 0.
For CCCOc1ccccc1/C=N/NC(=O)C1CC1 the results were VLA-4 inh 2, GASC-1 inh 5 and GRK2 aptamer HTS 0.
CCn1c(/C=C/c2ccc(O)c(O)c2)nc2ccccc2c1=O was read as VLA-4 inh -84, GASC-1 inh 6 and GRK2 aptamer HTS 0.
Screening COc1cc(NS(=O)(=O)c2ccc3[nH]c(=O)[nH]c3c2)cc(OC)c1 returned VLA-4 inh -2, GASC-1 inh 6 and GRK2 aptamer HTS 1.
For COc1ccc(-c2csc(=NCCO)n2-c2ccccc2)cc1 the results were VLA-4 inh 10, GASC-1 inh -2 and GRK2 aptamer HTS 2.
COc1cccc(CN2CCN(CC#Cc3ccccc3)CC2CCO)c1 (centres undefined) was read as VLA-4 inh -1, GASC-1 inh 22 and GRK2 aptamer HTS 2.
For CCOC(=O)NN=C1c2ccccc2-c2ccccc21 the results were VLA-4 inh 1, GASC-1 inh 5 and GRK2 aptamer HTS 0.
For COCCN1C(=O)N(c2ccc(OC)cc2)C(=O)C1CC(=O)Nc1cccc(F)c1 (centres undefined) the results were VLA-4 inh 1, GASC-1 inh 6 and GRK2 aptamer HTS 2.
Oc1ccc(-n2nnnc2SCc2ccccc2Br)cc1 was read as VLA-4 inh 7, GASC-1 inh 7 and GRK2 aptamer HTS 1.

Molecules from the list above that have nitrogen in an aromatic ring:
`Cc1ccc(NS(=O)(=O)c2ccc3c(c2)oc(=O)n3C)cc1` gave VLA-4 inh 1, GASC-1 inh 4 and GRK2 aptamer HTS 2.
For C=CCOc1ccc(C(=O)Nc2ccc3c(c2)n(C)c(=O)n3C)cc1 the results were VLA-4 inh 0, GASC-1 inh 4 and GRK2 aptamer HTS 0.
For CCn1cc(CCCC(=O)NCc2ccccc2OC)c2ccccc21 the results were VLA-4 inh 14, GASC-1 inh -3 and GRK2 aptamer HTS 2.
CCn1c(/C=C/c2ccc(O)c(O)c2)nc2ccccc2c1=O was read as VLA-4 inh -84, GASC-1 inh 6 and GRK2 aptamer HTS 0.
Screening COc1cc(NS(=O)(=O)c2ccc3[nH]c(=O)[nH]c3c2)cc(OC)c1 returned VLA-4 inh -2, GASC-1 inh 6 and GRK2 aptamer HTS 1.
For COc1ccc(-c2csc(=NCCO)n2-c2ccccc2)cc1 the results were VLA-4 inh 10, GASC-1 inh -2 and GRK2 aptamer HTS 2.
Oc1ccc(-n2nnnc2SCc2ccccc2Br)cc1 was read as VLA-4 inh 7, GASC-1 inh 7 and GRK2 aptamer HTS 1.

Next part.
Screening CCOC(=O)CSc1nc2sc3c(c2c(=O)n1-c1ccc(C)cc1)CCN(C)C3 returned VLA-4 inh 1, GASC-1 inh -4 and GRK2 aptamer HTS 1.
For CC(C)(C)c1csc(NC(=O)c2cccnc2)n1 the results were VLA-4 inh 15, GASC-1 inh 6 and GRK2 aptamer HTS 1.
For COc1ccc(C2SCC(=O)N2c2ccc(C)cc2)cc1 (centres undefined) the results were VLA-4 inh -9, GASC-1 inh 1 and GRK2 aptamer HTS 1.
For Cc1cc([N+](=O)[O-])ccc1NC(=O)c1csc(C)c1C the results were VLA-4 inh -1, GASC-1 inh 2 and GRK2 aptamer HTS 1.
For Cc1cccc(C(=O)NCCCNC(=O)c2cccc(C)c2)c1 the results were VLA-4 inh 0, GASC-1 inh -1 and GRK2 aptamer HTS 0.
CCCCSCCCNC(=O)C1CCC(CNS(=O)(=O)c2ccc(NC(C)=O)cc2)CC1 (centres undefined) was read as VLA-4 inh 18, GASC-1 inh 4 and GRK2 aptamer HTS 0.
For CCN(Cc1ccc(NC(C)=O)cc1)CC1CCCN(CCc2cccc(F)c2)C1 (centres undefined) the results were VLA-4 inh 7, GASC-1 inh 1 and GRK2 aptamer HTS 0.
CN(C)c1nc2c(N)ncnc2n1[C@H]1O[C@@H](CO)[C@H](O)[C@@H]1O was read as VLA-4 inh -6, GASC-1 inh -2 and GRK2 aptamer HTS 2.
`Cc1ccc(-n2ncc3c2CC(C)(C)CC3NC(=O)CCn2cncn2)cc1` (centres undefined) gave VLA-4 inh 0, GASC-1 inh 9 and GRK2 aptamer HTS 3.
Screening O=C(Nc1cccc([N+](=O)[O-])c1)NC1CCCCCCC1 returned VLA-4 inh -3, GASC-1 inh 13 and GRK2 aptamer HTS 5.
For Cn1ncc(Br)c1C(=O)NC1CCCCCC1 the results were VLA-4 inh 2, GASC-1 inh -10 and GRK2 aptamer HTS 0.
Screening O=C(Nc1ccc(S(=O)(=O)Nc2ccccc2)cc1)C1CC1 returned VLA-4 inh 2, GASC-1 inh 12 and GRK2 aptamer HTS 0.
Screening COc1ccc(OCC(=O)NNC(=S)NC(=O)C2CC2)cc1 returned VLA-4 inh 6, GASC-1 inh -8 and GRK2 aptamer HTS 0.
For O=C(NCc1cccc(F)c1)c1cccc(OC2CCN(C(=O)C3CC3)CC2)c1 the results were VLA-4 inh -5, GASC-1 inh -3 and GRK2 aptamer HTS 0.
For C[C@H](NC(=O)C(c1ccccc1)c1ccccc1)c1ccccc1 the results were VLA-4 inh 6, GASC-1 inh 12 and GRK2 aptamer HTS 0.
`Cc1ccc(Nc2nc(-c3sc(N)nc3C)cs2)cc1` gave VLA-4 inh 3, GASC-1 inh -3 and GRK2 aptamer HTS 0.
For CC(C)C[C@@H](NC(=O)C1CCC(CNC(=O)[C@@H]2CCCN2C(=O)OC(C)(C)C)CC1)C(=O)O (some centres undefined) the results were VLA-4 inh 12, GASC-1 inh 7 and GRK2 aptamer HTS 0.
`COc1ccc(OC)c(NC(=O)NC2CCCCCCC2)c1` gave VLA-4 inh 5, GASC-1 inh -4 and GRK2 aptamer HTS 0.
Screening Nc1nc(-c2ccc3c(c2)CCCC3)c(CC(=O)O)s1 returned VLA-4 inh 5, GASC-1 inh -12 and GRK2 aptamer HTS 0.
CCOc1ccc2nc(NC(=O)C34CC5CC(CC(NC(C)=O)(C5)C3)C4)sc2c1 was read as VLA-4 inh 24, GASC-1 inh 0 and GRK2 aptamer HTS 0.
For O=C(Nc1ccc2oc(-c3ccccc3F)nc2c1)c1ccc([N+](=O)[O-])o1 the results were VLA-4 inh 25, GASC-1 inh 5 and GRK2 aptamer HTS 0.
`CC(C)C(=O)N1CCN(c2ccccc2NC(=O)COc2ccc(C3CCCCC3)cc2)CC1` gave VLA-4 inh 12, GASC-1 inh 1 and GRK2 aptamer HTS 2.
Screening CCOc1ccc(-n2c(SCC(=O)OC)nc3sc4c(c3c2=O)CCN(C)C4)cc1 returned VLA-4 inh 1, GASC-1 inh -6 and GRK2 aptamer HTS 1.
For OCC1(CCc2ccccc2)CCCN(CCCC(F)(F)F)C1 (centres undefined) the results were VLA-4 inh 15, GASC-1 inh 19 and GRK2 aptamer HTS 1.
For CCCCC(O)(c1ccccc1)C(CN1CCOCC1)c1ccccc1 (centres undefined) the results were VLA-4 inh 22, GASC-1 inh -5 and GRK2 aptamer HTS 1.
For Cc1cc(=O)n2[nH]cc(-c3ccccc3)c2n1 the results were VLA-4 inh 3, GASC-1 inh 12 and GRK2 aptamer HTS 2.
For CCOc1cc(C2C3=C(CC(C)(C)CC3=O)N(CCCOC)C3=C2C(=O)CC(C)(C)C3)ccc1O the results were VLA-4 inh -10, GASC-1 inh -7 and GRK2 aptamer HTS 1.
Screening CCn1cc(CCCC(=O)NCc2cccnc2)c2ccccc21 returned VLA-4 inh 6, GASC-1 inh 7 and GRK2 aptamer HTS 3.
Oc1ccccc1C1=NN(c2ccccc2)C(c2ccc(F)cc2)C1 (centres undefined) was read as VLA-4 inh 2, GASC-1 inh 2 and GRK2 aptamer HTS 0.
For COc1ccccc1NC(=S)N1CCN(c2ccccc2F)CC1 the results were VLA-4 inh 11, GASC-1 inh -5 and GRK2 aptamer HTS 1.
COc1cccc(N2CCN(CC(=O)NC(C)c3ccccc3)CC2)c1 (centres undefined) was read as VLA-4 inh 2, GASC-1 inh 42 and GRK2 aptamer HTS 1.
For O=C(NCC(=O)N1CCc2ccccc2C1)c1ccccc1Cl the results were VLA-4 inh -5, GASC-1 inh 3 and GRK2 aptamer HTS 3.
CCOc1ccccc1NC(=O)N1CCCc2ccccc21 was read as VLA-4 inh -4, GASC-1 inh -7 and GRK2 aptamer HTS 6.
For O=[N+]([O-])c1ccc(N2CCN(Cc3ccc([N+](=O)[O-])o3)CC2)cc1 the results were VLA-4 inh -14, GASC-1 inh 7 and GRK2 aptamer HTS 0.
`Cc1ccc(-c2cc(C(=O)N3CCC(C)CC3)c3ccccc3n2)cc1` gave VLA-4 inh 12, GASC-1 inh 4 and GRK2 aptamer HTS 7.
`CCOc1ccccc1N(CC(=O)Nc1cc(OC)ccc1OC)S(=O)(=O)c1ccccc1` gave VLA-4 inh 2, GASC-1 inh 0 and GRK2 aptamer HTS 1.
Screening O=C(N/N=C/c1cccc2ccccc12)c1cccs1 returned VLA-4 inh 6, GASC-1 inh 0 and GRK2 aptamer HTS 1.
For COCCN1CCN(C(=O)C2CCC(=O)N(Cc3cccc(C(F)(F)F)c3)C2)CC1 (centres undefined) the results were VLA-4 inh -5, GASC-1 inh 5 and GRK2 aptamer HTS 0.
For COc1ccc(CC(C)Nc2cccc(SC)c2)cc1 (centres undefined) the results were VLA-4 inh 1, GASC-1 inh 6 and GRK2 aptamer HTS 0.
C/C(=N\NC(=O)c1nnn(-c2nonc2N)c1-c1ccccc1)c1cccnc1 was read as VLA-4 inh 3, GASC-1 inh 2 and GRK2 aptamer HTS 2.
`CCOC(=O)c1nc(SC)n(C)c1C(=O)OCC` gave VLA-4 inh -1, GASC-1 inh -3 and GRK2 aptamer HTS 0.
`Cc1ccc(NC(=S)N2CCN(S(C)(=O)=O)CC2)cc1` gave VLA-4 inh 1, GASC-1 inh -5 and GRK2 aptamer HTS 2.
For Cc1cc(C)cc(NC(=S)N2CCCC2)c1 the results were VLA-4 inh 10, GASC-1 inh 1 and GRK2 aptamer HTS 2.
`CCCc1nnc(NC(=O)C23CC4CC(CC(C4)C2)C3)s1` gave VLA-4 inh 7, GASC-1 inh -6 and GRK2 aptamer HTS 0.
Screening CCOC(=O)C1=C(C)N=c2s/c(=C\c3ccc(OCC(=O)O)cc3)c(=O)n2C1c1ccc(Cl)cc1 (centres undefined) returned VLA-4 inh -17, GASC-1 inh 3 and GRK2 aptamer HTS 2.
O=C(N/N=C/c1ccoc1)c1cccc([N+](=O)[O-])c1 was read as VLA-4 inh 2, GASC-1 inh -5 and GRK2 aptamer HTS 10.
O=C(O)c1ccc(CNC(=O)C2CCCN2C(=O)OCc2ccccc2)cc1 (centres undefined) was read as VLA-4 inh -3, GASC-1 inh -2 and GRK2 aptamer HTS 2.
Screening Nc1nc(NCCOCCO)nc(NCc2ccccc2)c1[N+](=O)[O-] returned VLA-4 inh 13, GASC-1 inh -2 and GRK2 aptamer HTS 2.
Screening CN1CCN(Cc2cccc3ncccc23)CC1CCO (centres undefined) returned VLA-4 inh 1, GASC-1 inh 62 and GRK2 aptamer HTS 0.
Screening NC(=O)[C@@H]1CCCN1C(=O)c1ccc2oc(CCc3ccccc3)nc2c1 returned VLA-4 inh 4, GASC-1 inh -7 and GRK2 aptamer HTS 7.
CCOc1ccc(CCNC(=O)/C=C/c2ccco2)cc1OCC was read as VLA-4 inh -2, GASC-1 inh -7 and GRK2 aptamer HTS 6.
C/C(=N\NS(=O)(=O)c1ccc([N+](=O)[O-])cc1)c1ccc2c(c1)OCO2 was read as VLA-4 inh 5, GASC-1 inh -10 and GRK2 aptamer HTS 1.
`S=c1[nH]nc(C2CCCCC2)n1/N=C/c1cccc(Cl)c1Cl` gave VLA-4 inh 3, GASC-1 inh 2 and GRK2 aptamer HTS 0.
Screening CC(=O)Nc1cccc(C(=O)N(CCc2ccccc2)Cc2ccccc2)c1 returned VLA-4 inh 20, GASC-1 inh -1 and GRK2 aptamer HTS 0.
CCN(CC)CCCNC(=O)c1oc2ccc3c(c2c1C)C(O)CC(C)(C)O3 (centres undefined) was read as VLA-4 inh 4, GASC-1 inh 4 and GRK2 aptamer HTS 1.
`CC(=O)NC(c1cccc([N+](=O)[O-])c1)c1ccc2cccnc2c1O` (centres undefined) gave VLA-4 inh -6, GASC-1 inh -10 and GRK2 aptamer HTS 1.
For Cc1cc(=O)oc2cc(NC(=O)C(CCCN=C(N)N)NC(=O)OCc3ccccc3)ccc12 (centres undefined) the results were VLA-4 inh -17, GASC-1 inh 5 and GRK2 aptamer HTS 0.
